Compound activity: PubChem BioAssay, several laboratories
Hsp70 activator – Hsp70 transcriptional activators, primary screen, cell-based, HeLa, Hsp70 promoter luciferase, luminescence, 10 µM. AID 1203, 2008. activation, % at 10 µM. HeLa Hsp70 promoter luciferase reporter; scaled: vehicle 0, proteasome-inhibitor control 100%. 200,000 tested, 0.04% active;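 active means activation above the mean across all tested compounds plus 3 SD, cutoff set per campaign, cut at about 5.5% in these data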;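 further: 100% = MG132 at 30 µM as the positive control and 0% = DMSO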
STAT1 inh – STAT1 signaling inhibitors, primary screen, cell-based, HTS, luciferase reporter; NIH 3T3 STAT1-luciferase reporter, IFN-gamma, luminescence; inhibition, % at 5.5 µM; 200,000 tested, 0.35% active; AID 920, 2007;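 active means inhibition above a set limit, the mean inhibition across all tested compounds plus 3 SD, cut at about 34% in these data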;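 further: 0% = IFN-gamma with DMSO and 100% = IFN-gamma with 300 µM nifuroxazide; values of inactives mirror those of a sister screen read the other way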
STAT3 act – IL-6 driven STAT3 reporter potentiators, primary screen, U3A cells, luciferase, luminescence, MLSCN library | IL-6 STAT3-luciferase reporter; 100% = signal with IL-6 EC80 alone | activation (% of control), % at 5.6 µM | 190,000 tested, 0.91% active | AID 871, 2007;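 active means activation above the screen-wide mean of compound activation plus 3 SD, cut at about 130% in these data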;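 further: 0% = background luminescence of wells with medium and substrate only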
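Test system: human U3A cells carrying STAT3-luciferase construct; control set: IL-6-only wells as 100% reference; timing: compound pre-incubation 1 h before IL-6, then 6 h stimulation at 37 °C; also added: IL-6 stimulus at 33 ng/mL final; evaluation: % activation versus median of IL-6-stimulated wells; detection: reporter luminescence signal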
NF-kB expr up – activators of NF-kB expression in neurons, primary screen, cell-based, HTS; 190,000 tested, 1.6% active; human neuronal cells, NF-kB reporter expression; hits give high values; fold change at 12.5 µM; AID 1239, 2008; in the data active means fold change above about 3.3
APP 5UTR inh – inhibitors of APP translation via 5'UTR reporter, primary screen, APP 5'UTR luciferase, SH-SY5Y cells; SH-SY5Y APP 5'UTR-luciferase reporter, luminescence; inhibition, % at 2 µM; 190,000 tested, 0.82% active; AID 1285, 2008;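 active means inhibition above a set limit, derived from the sample mean plus 3 SD, cut at about 45% in these data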; further: values of inactives mirror those of a sister screen read the other way
APP 5'UTR act – activators of APP 5'UTR luciferase reporter, primary screen, SH-SY5Y cells | 190,000 tested, 1% active | SH-SY5Y APP 5'UTR luciferase reporter, luminescence; zero percent = DMSO vehicle wells | activation, % at 2 µM;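 active means activation above a set limit, based on mean plus 3 SD of controls, cut at about 140% in these data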; further: values of inactives mirror those of a sister screen read the other way
RAM inhibit – inhibitors of the yeast RAM network, primary screen, dse1pr::URA3 reporter, 5-FOA selection; S. cerevisiae dse1pr::URA3 reporter, 5-FOA growth OD615, 2 d; analog-sensitive cbk1-as2 kinase mutant strain; inhibition, % at 50 µM; 190,000 tested, 1.8% active;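 active means inhibition above a set limit, 3 SD over mean compound inhibition, cut at about 8.4% in these data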;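 further: 0% = DMSO-only wells with no growth and 100% = 10 µM 1-NA-PP1 full growth; inhibition rescues growth on 5-FOA so higher OD means more RAM inhibition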
STAT1 activator – STAT1 signaling activators, primary screen, cell-based, HTS, luciferase reporter; NIH 3T3 STAT1-luciferase reporter, IFN-gamma, luminescence; 100% = IFN-gamma alone, no compound; activation (% of control), % at 5.5 µM; 200,000 tested, 2.6% active; AID 932, 2007;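 active means activation above the screen-wide mean activation plus 3 SD, cut at about 130% in these data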;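 further: raw ratio to IFN-gamma control signal so 100% means no change and 0% no light; values of inactives mirror those of a sister screen read the other way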
STAT3 blocker – IL-6 driven STAT3 reporter inhibitors, primary screen, U3A cells, luciferase, luminescence, MLSCN library | IL-6 STAT3-luciferase reporter; host cell line lacks STAT1 | inhibition, % at 5.5 µM | 190,000 tested, 0.89% active;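 active means inhibition above the mean inhibition across all screened compounds plus 3 SD, cut at about 44% in these data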;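 further: 0% = DMSO only wells and 100% = 100 µM nifuroxazide control wells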
FLuc inhib CS – firefly luciferase enzyme inhibitors, primary screen, artefact control for luciferase-based inhibitor screens, biochemical, luminescence, ATPLite. 200,000 tested, 1.5% active. inhibition, % at 10 µM. 10 min. Luciferin 4-monooxygenase (Photinus pyralis), P08659. AID 1006, 2008;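 active means inhibition above about 50% when tested at 10 µM, limit read from the data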
Target sequence (P08659 whole entry, looked up): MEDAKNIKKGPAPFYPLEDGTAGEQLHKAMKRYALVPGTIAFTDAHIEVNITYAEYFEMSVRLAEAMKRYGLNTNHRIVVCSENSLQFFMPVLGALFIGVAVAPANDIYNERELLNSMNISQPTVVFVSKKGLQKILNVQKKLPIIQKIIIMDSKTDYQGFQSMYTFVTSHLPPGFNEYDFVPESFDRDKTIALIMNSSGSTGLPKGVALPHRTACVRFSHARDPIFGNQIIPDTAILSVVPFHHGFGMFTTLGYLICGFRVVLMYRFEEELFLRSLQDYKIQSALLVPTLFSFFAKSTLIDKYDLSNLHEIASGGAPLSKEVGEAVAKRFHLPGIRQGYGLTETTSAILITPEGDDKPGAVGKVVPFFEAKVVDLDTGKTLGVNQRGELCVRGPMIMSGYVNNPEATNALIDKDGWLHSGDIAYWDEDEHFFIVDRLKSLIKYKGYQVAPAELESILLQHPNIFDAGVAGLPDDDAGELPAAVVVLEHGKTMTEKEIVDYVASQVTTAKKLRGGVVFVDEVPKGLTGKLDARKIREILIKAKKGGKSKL
Numbers without * were called inactive; . = no result given.

SMILES	Hsp70 activator	STAT1 inh	STAT3 act	NF-kB expr up	APP 5UTR inh	APP 5'UTR act	RAM inhibit	STAT1 activator	STAT3 blocker	FLuc inhib CS
C(=C\c1ccccc1)/CSc1nnc(-c2ccncc2)n1Cc1ccco1	-0.3	4	96	1	-13	13	2.1	95	11	-7
CCOC(=O)c1c(C)n(-c2ccccc2)c2ccc(O)cc12	-0.3	-6	97	1.1	15	-15	4.0	106	11	-3
CCOc1ccc2[nH]c(=O)c(CN(CCCO)C(C)=O)cc2c1	0.1	6	101	1	9	-9	0.1	96	3	-3
Cn1c(=O)c2c(-c3ccccc3)n(CCCN3CCOCC3)cc2n(C)c1=O	-0.1	-4	99	1.2	4	-4	1.5	104	5	-6
CCCCC(=O)OCc1nc2ccccc2s1	0.1	-25	124	0.96	-41	41	0.0	122	-20	4
CCCN(CCC)CCCNC(=O)c1nn(-c2cccc(OC)c2)c(=O)c2ccccc12	0.1	-10	99	1.1	-8	8	1.9	108	8	-10
O=C(Nc1ccccc1C(=O)N/N=C/c1ccco1)c1ccc(F)cc1	-0.4	6	101	1.1	-8	8	1.7	94	3	80*
COc1ccc(NC(=O)c2ccccc2S(=O)c2ccccc2C#N)cc1 (stereo unspecified)	-0.2	-5	96	1.7	2	-2	1.9	105	14	-6
Cn1c2ccccc2c2c(C(=O)N3CCN(c4ccccc4)CC3)cn(C3CCCC3)c(=O)c21	-0.4	8	107	0.44	7	-7	2.3	101	-8	-2
CCOC(=O)/C=c1\s/c(=C\c2ccc3cc(OC)ccc3c2)c(=O)n1CC(=O)NCC1CCCO1 (stereo unspecified)	-0.3	4	100	1.6	-4	4	3.0	96	6	0

Later entries.
SMILES	Hsp70 activator	STAT1 inh	STAT3 act	NF-kB expr up	APP 5UTR inh	APP 5'UTR act	RAM inhibit	STAT1 activator	STAT3 blocker	FLuc inhib CS
Cc1c(CN(C)CCc2ccccc2)c(=O)n(-c2ccccc2)n1C	-0.2	4	103	1.5	14	-14	-0.9	96	2	-5
O=C(O)c1cc(N/N=C/c2ccc3c(c2)OCCO3)ccc1Cl	0.0	48*	120	5.5*	-82	82	1.1	58	-28	56*
CCNC(=O)CSc1nnc(CN2CCCCCC2=O)n1-c1ccccn1	-0.4	2	105	1.1	-6	6	1.3	100	-1	-9
CCCCN(C)C(=O)c1nc2ccccn2c1CN1CCN(c2ccccn2)CC1	0.0	1	95	0.75	-10	9	-0.4	98	8	-4
COc1cccc(-c2nc(CS(=O)(=O)CC(=O)N3CCN(c4ccccn4)CC3)c(C)o2)c1	-0.2	-12	98	0.85	-34	34	3.0	112	2	-4
CC(C)(C)NC(=O)NC(=O)COC(=O)CCCc1c[nH]c2ccccc12	-0.3	5	119	0.88	-4	4	1.0	92	-22	-2
O=C1CSC(=Nc2cc(Cl)ccc2Cl)N1	-0.3	10	96	0.98	-2	2	0.8	90	10	0
O=C(O)CCSc1nnc(COc2ccc([N+](=O)[O-])cc2)n1-c1ccccc1	-0.2	1	100	1.1	7	-7	1.4	98	2	-3
Cc1ccc(-n2c(-c3ccccc3)cc(=O)nc2C)cc1	-0.2	-2	101	1.4	15	-15	2.1	101	3	-6
Cn1c(=O)c2[nH]c(NCC3CCCO3)nc2n(-c2ccccc2)c1=O (stereo unspecified)	-0.2	-2	97	1.6	11	-11	-0.4	102	6	3

The results go on:
SMILES	Hsp70 activator	STAT1 inh	STAT3 act	NF-kB expr up	APP 5UTR inh	APP 5'UTR act	RAM inhibit	STAT1 activator	STAT3 blocker	FLuc inhib CS
CC(=O)OCC(=O)[C@@]1(O)[C@H](C)C[C@H]2[C@@H]3CCC4=CC(=O)C=C[C@]4(C)[C@@]3(F)[C@@H](O)C[C@@]21C	-0.4	-21	102	0.51	-66	65	1.2	119	0	-3
O=[N+]([O-])c1cc(C(F)(F)F)ccc1NCCNC(=S)Nc1ccc(Cl)cc1	0.1	-12	99	0.5	-3	3	3.3	111	12	-2
Cc1cccc(C)c1NC(=O)CC(NCc1ccco1)C(=O)O (stereo unspecified)	-0.2	-2	100	1.3	-4	4	0.3	102	4	-5
COC(=O)c1c(NC(=O)CSc2nc(-c3ccco3)cc(C(F)(F)F)n2)sc2c1CCCC2	-0.1	-4	108	1.2	2	-3	3.2	104	-12	-7
COc1ccc(Cl)cc1C(=O)Nn1c(-c2cccs2)nc2ccccc2c1=O	0.0	-6	95	0.67	5	-5	4.8	105	4	5
COc1ccc([N+](=O)[O-])cc1NC(=O)c1ccc(Br)s1	-0.6	6	126	1.3	11	-11	2.2	92	-26	0
CCN(CC)S(=O)(=O)c1ccc(-n2c(=O)c(C(C)C)c(C)n2C)cc1	-0.2	-1	106	0.95	14	-15	1.2	99	-5	-1
CN1CCN(Cc2oc(CO)cc(=O)c2O)CC1	-0.4	3	104	1.1	.	.	2.1	97	-7	-7
O=C(Nc1ncc(Cc2cccc([N+](=O)[O-])c2)s1)c1ccco1	2.4	-13	93	1.1	-47	47	2.9	112	17	-7
COc1ccc2nc(NC(=O)CSC3=NCCS3)sc2c1	-0.3	-18	87	2.3	-27	27	3.4	117	17	7

Remaining list, next part
SMILES	Hsp70 activator	STAT1 inh	STAT3 act	NF-kB expr up	APP 5UTR inh	APP 5'UTR act	RAM inhibit	STAT1 activator	STAT3 blocker	FLuc inhib CS
O=c1c2cnn(-c3ccccc3)c2ncn1Cc1cccnc1	-0.4	-7	91	1.1	8	-8	1.0	106	13	-4
CC(C)[C@H](NC(=O)c1cccc(S(=O)(=O)N2CCCC2)c1)c1nc2ccccc2[nH]1	-0.1	1	103	1	-2	2	1.8	99	8	-11
CC(=O)c1cccc(NC(=O)CN(Cc2ccccc2)S(C)(=O)=O)c1	0.0	2	96	0.97	-2	2	1.5	98	9	-14
C=C(C)COc1ccc(-c2n[nH]c(C)c2-c2ccc(Br)cc2)c(O)c1	-0.2	3	111	1.1	67*	-67	10*	97	-8	-4
O=C(c1cn[nH]c1)c1cc(F)ccc1O	-0.2	2	99	0.91	-13	13	1.7	99	3	-7
Cc1ccc(N(C(=O)c2ccc(CN3CCOCC3)o2)C(C(=O)NCCC(C)C)c2cccs2)c(C)c1 (stereo unspecified)	-0.2	-8	104	0.85	-10	10	0.8	107	-8	-4
Cn1c(=O)c2c(c3ccccc31)OC(C)(C)CC2	-0.2	-2	106	1.2	24	-24	0.3	102	-10	-1
Cc1ccc(S(=O)(=O)N(C)c2ccc(OCC(=O)Nc3nc4ccccc4s3)cc2)cc1	-0.5	10	99	0.66	-26	26	1.3	91	4	1
c1cncc(-c2nn3c(Cn4cnc5ccccc54)nnc3s2)c1	-0.4	-2	100	1.2	-1	1	1.3	102	2	0
CC(=O)Oc1ccc2nc(CN3C(=O)c4ccc([N+](=O)[O-])cc4C3=O)oc(=O)c2c1	-0.1	0	110	1.4	-20	20	1.4	100	-11	1

Other results:
SMILES	Hsp70 activator	STAT1 inh	STAT3 act	NF-kB expr up	APP 5UTR inh	APP 5'UTR act	RAM inhibit	STAT1 activator	STAT3 blocker	FLuc inhib CS
Cc1noc(/C=C/c2ccc(-c3ccccc3Cl)o2)c1[N+](=O)[O-]	-0.2	5	79	1.5	.	.	8.9*	90	26	-5
CC(Oc1ccc(C(=O)NC2CCCCC2)cc1)C(=O)O (stereo unspecified)	-0.1	-3	101	1.3	-21	21	-0.3	101	2	-2
COC(=O)c1[nH]c2ccc(C)cc2c1NS(=O)(=O)c1ccc(F)c(C)c1	-0.3	4	96	0.96	-10	10	0.7	96	7	-4
CCC(NC(=O)c1ccccc1NC(=O)c1ccco1)C(=O)O (stereo unspecified)	-0.1	6	92	1.2	3	-3	1.4	95	14	-7
CCN(CC)C(=O)N1CCN(S(=O)(=O)c2ccc(C)c(C)c2)CC1	-0.3	6	96	0.79	4	-4	0.9	95	6	-2
CCOC(=O)N1CCN(C(=O)Nc2ccc3nccnc3c2)CC1	0.8	-1	106	0.91	-3	3	-0.2	106	-6	-1
Cn1c(CC(=O)Nc2ccccc2)nnc1SCC(=O)c1ccccc1	-0.3	0	103	1	-14	14	1.6	100	1	0
CCCN(CCC)C(=O)c1ccccc1C(=O)N(CCC)CCC	-0.3	-1	101	1.2	-10	10	-0.4	101	2	-5
Cc1c(CCOC(=O)c2ccc([N+](=O)[O-])cc2)sc[n+]1CC(=O)c1ccccc1	0.9	-13	106	1.1	-5	5	0.4	111	-6	-4
O=C(c1ccco1)N1CCN(/C(=N/S(=O)(=O)c2cccs2)c2ccccc2Cl)CC1	-0.5	4	99	1.1	16	-15	1.4	96	1	-2

Random excerpt: two compounds from above, in no set order.
SMILES	Hsp70 activator	STAT1 inh	STAT3 act	NF-kB expr up	APP 5UTR inh	APP 5'UTR act	RAM inhibit	STAT1 activator	STAT3 blocker	FLuc inhib CS
Cn1c(CC(=O)Nc2ccccc2)nnc1SCC(=O)c1ccccc1	-0.3	0	103	1	-14	14	1.6	100	1	0
Cc1c(CCOC(=O)c2ccc([N+](=O)[O-])cc2)sc[n+]1CC(=O)c1ccccc1	0.9	-13	106	1.1	-5	5	0.4	111	-6	-4

Next section:
SMILES	Hsp70 activator	STAT1 inh	STAT3 act	NF-kB expr up	APP 5UTR inh	APP 5'UTR act	RAM inhibit	STAT1 activator	STAT3 blocker	FLuc inhib CS
CCCCCn1c(SC(C)C(C)=O)nc2c1c(=O)[nH]c(=O)n2C (stereo unspecified)	0.4	2	111	0.99	-1	1	0.6	99	-9	-6
CCOc1ccc(S(=O)(=O)NCc2cccs2)cc1	-0.1	4	100	1.1	-2	2	4.6	96	2	-3
O=C1NCCN1C(=O)N(c1ccccc1)c1ccccc1	-0.4	0	103	1.1	-16	16	0.0	100	3	-7
Cc1ccc(C)c(OCC(O)CN2CCC(CN3C(=O)c4cccc5cccc(c45)C3=O)CC2)c1 (stereo unspecified)	-0.4	2	103	0.76	69*	-69	-0.5	98	-4	-5
